Assay outcomes from PubChem.
PriA SSB inh – blocks PriA binding to SSB C-terminal tail. AlphaScreen SSBct-PriA binding, biotinylated peptide. inhibition, % at 33 µM. actives 0.6% (n = 430,000); in the data active means inhibition mostly above about 37%, no sharp cut-off; inactive means mostly below about 20%;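 further: plate controls were negative control peptide for no effect and reference peptide for full effect; strong numbers were not always called active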
* = called active by the depositor; & = joins results of further samples. An excerpt; count on the stated rates, not on these rows.

SMILES	PriA SSB inh
O=C(NCC1CN(c2ccc(F)cc2)C(=O)O1)Nc1cccs1 (stereo not drawn)	0
O=C(O)c1cccn(Cc2ccccn2)c1=O	16
CN(c1ccc(F)c(F)c1)S(=O)(=O)c1ccsc1-c1nc(-c2ccc3c(c2)OCO3)no1	-2
CSc1ccc(C=NNC(=O)c2ccc(-n3cnnn3)cc2)cc1	-9
CC1(C)COc2ccc(NC(=O)c3ccc(C(F)(F)F)cc3)cc2NC1=O	24
Cc1cc(-c2nn3c(-c4ccco4)nnc3s2)c2ccccc2n1	-2
O=C(Nc1nc(-c2cc3ccccc3oc2=O)cs1)c1ccc(Br)cc1	-8
COc1ccc(-c2nnc(NC(=O)c3cc(-c4ccccc4)nc4ccccc34)o2)cc1	-6
Cc1ccc(C(N)=NOC(=O)c2cccc(Cn3cc(C(F)(F)F)ccc3=O)c2)cc1	-10
CCN(CC)CCN(C(=O)c1ccc(S(=O)(=O)N(CC)c2ccccc2)cc1)c1nc2cc3c(cc2s1)OCCO3	24
COc1ccc2sc(Nc3cc(C)ccc3C)nc2c1	3&12
COc1ccc(-c2noc(CSc3n[nH]c(=O)c4cc(-c5ccco5)nn34)n2)cc1	-8
Cn1cc(C(=O)NCC2CCN(C(=O)c3ccccc3F)CC2)nn1	-16
CCOC(=O)N1CCN(C(=O)c2cc3cc([N+](=O)[O-])ccc3s2)CC1	7
Cc1c(CC(=O)N2C[C@H]3C[C@H](C2)c2cccc(=O)n2C3)c(=O)oc2cc(O)c(Cl)cc12	-12
Cc1cc(F)ccc1S(=O)(=O)Nc1ccc2c(c1)CN(C(=O)c1ccccc1)CC2	-1
O=C(NCCNC(=O)c1cccc(C(F)(F)F)c1)c1ccc(NC(=O)C2CC2)cc1	-3&-1
COc1ccc2ccc(OC)c(C=Nn3cnnc3)c2c1	7
COCCNC(=O)C(=O)NCC(c1ccc2c(c1)CCN2C)N(C)C (stereo not drawn)	18
CCOc1ccc(C=NNC(=O)C2CC2)cc1OC	-22
Cc1cccc(OC2CCN(S(=O)(=O)C3CCCCC3)CC2)n1	-17
O=C(COc1coc(CN2CCCc3ccccc32)cc1=O)NCc1ccccc1	-5
CCOc1ccccc1NC(=O)NCc1sc(-c2ccccc2Cl)nc1C	-4
COc1ccc(C)cc1NC(=O)N1CCN(c2ccc(-c3ccc4c(c3)OCO4)nn2)CC1	-1
Cc1ccc(C)c(N2C(=O)C=CC2=O)c1	-3
More structures follow.
SMILES	PriA SSB inh
CCOC(=O)C1CCN(c2nc(C)cc(=O)n2CC(=O)NCc2cccc(OC)c2)CC1	-14
O=C(Nc1cc(-n2ccnc2)ncn1)C(c1ccccc1)c1ccccc1	-10
CC1(C)Cc2cccc(OCc3ccc(C(=O)NCCc4ccc(Cl)cc4)cc3)c2O1	-1
O=C(Nc1cccs1)N1CCC(n2c(=O)[nH]c3ccccc3c2=O)CC1	-5
O=C(COc1ccc2ccccc2c1)NCC1CCN(Cc2ccco2)CC1	3
COc1ccc(OC)c(S(=O)(=O)NCCOc2ccc(F)cc2)c1	-14
Cc1ccc(C(=O)NN=C2CC3CC=CC23)c(C)c1 (stereo not drawn)	-14
CC(C)C(=O)N1CCc2ccc(NS(=O)(=O)c3ccc(F)c(Cl)c3)cc2C1	-6
Cc1nc2ccc(F)cc2cc1C(=O)O	-5
CC(=NNc1nc(N2CCOCC2)nc(N2CCOCC2)n1)c1cccs1	-9
Cc1cc(C(=O)Nc2nc(-c3ccccn3)cs2)c(C)o1	82*
CC(=O)Nc1ccc(C(=O)NN=Cc2ccncc2)cc1	-4
Cc1ccc(S(=O)(=O)N=C(NC(=S)N2CCOCC2)c2ccccc2)cc1	-3
CSc1cccc(C(=O)Nc2nnc(C3=COCCO3)o2)c1	-6
CCN(C=O)c1c(C(C)(C)C)cc(C(C)(C)C)cc1C(C)(C)C	-36
COc1ccc2nc(N(CC3CCCO3)C(=O)C3CCCN3S(C)(=O)=O)sc2c1 (stereo not drawn)	-5
O=C(NCc1ccsc1)c1c(F)cccc1Cl	2&5
COc1cccc(OCCn2cnc3ccccc32)c1	-6
CC(=O)c1cccc(NC(=O)CSc2nc3sc4c(c3c(=O)n2-c2ccccc2)CCC4)c1	-12
COc1ccc([C@@]2(C)NC(=O)N(CC(=O)NC3CCCCC3)C2=O)cc1	-20
COCCCNC(=O)c1c(N)n(/N=C\c2c[nH]c3ccccc23)c2nc3ccccc3nc12	11
Cc1cc(NC(=O)C(=O)NCC2(c3cccs3)CCCC2)no1	-17&-9
C=CCOc1c(Br)cc(C=NNc2ccc(C(=O)O)cc2)cc1OCC	-5
CC(=O)Nc1cccc(C(=O)Nc2nc(-c3ccccn3)cs2)c1	67*
Cc1ccc(Cl)cc1N1CCN(CC(O)COCC2COc3ccccc3O2)CC1 (stereo not drawn)	6

Individual results from the results shown:
`CC(=O)Nc1cccc(C(=O)Nc2nc(-c3ccccn3)cs2)c1` in PriA SSB inh is entered as 67*
`O=C(COc1ccc2ccccc2c1)NCC1CCN(Cc2ccco2)CC1` in PriA SSB inh is entered as 3
`CC(=O)Nc1ccc(C(=O)NN=Cc2ccncc2)cc1` in PriA SSB inh is entered as -4

New compounds follow
SMILES	PriA SSB inh
COc1cccc(NC(=O)C[C@@H]2Nc3cc(C)c(C)cc3NC2=O)c1	-13
COCCOc1ccc(CNC(=O)C2CCc3nc[nH]c3C2)cn1 (stereo not drawn)	-13
Cc1ccc(C=Nc2ccc(S(N)(=O)=O)cc2)o1	6
O=C(C1CCC1)N1CCC(Oc2nc3ccc(F)cc3s2)CC1	-1
CCOC(=O)c1c(NC(=O)c2ccnn2C)sc2c1CCN(Cc1ccccc1)C2	-10
Nc1ccc2c(c1)CN(S(=O)(=O)c1ccccc1)CC2	23
O=C(Nc1ccc(F)c(C(F)(F)F)c1)c1cc(=O)[nH]cn1	4
CCc1ccc(S(=O)(=O)NCCOc2ccc(-c3ccco3)nn2)s1	25
CCOC(=O)c1c(NC(=O)Cc2ccc(OC)cc2)sc(C(=O)Nc2ccc(C)c(Cl)c2)c1C	-20
COc1cc(OC)nc(Oc2ccccc2C=NO)n1	-10
O=C(CCCn1c(=O)c2ccccc2n(CC(=O)c2ccc(F)cc2)c1=O)NCc1ccco1	-17
Cc1ccc(NC(=O)C(=O)NCc2ccccn2)c([N+](=O)[O-])c1	3
Cc1nnc2ccc(-c3cccc(NS(=O)(=O)c4cccc([N+](=O)[O-])c4)c3)nn12	4
O=C(NCC[C@H](O)c1cccs1)C(=O)Nc1ccc(OC(F)(F)F)cc1	-7
Cc1ccc(NC(=O)C(=O)NCc2ccncc2)c(C)c1	-8
O=C(NC1CCN(C(=O)c2cc(-c3cccc(Cl)c3)n[nH]2)CC1)c1ccccc1F	-4
CCOc1ccc(NC=C(S(=O)(=O)c2ccc(C)cc2)S(=O)(=O)c2ccc(C)cc2)cc1	-15
CC(=NNC(=S)NCC(C)(C)C)c1cc(F)cc(F)c1O	-12
Cc1ccc(S(=O)(=O)N(C)CC(=O)Nc2c(C)cccc2C)cc1	-6
CC(C)NC(=O)c1ccc(-c2ccc(F)cc2)o1	-11
CCCn1nc(-c2ccco2)c2sc(N3CCCCC3)nc2c1=O	-6
Cc1nc(-c2ccccc2)sc1CNS(=O)(=O)c1cccnc1	-4
COc1ccc(-c2nc(NC(=O)Cc3ccc(Cl)s3)sc2C)cc1	-4
Cc1c(C(=O)Nc2ccc(Cl)c(Cl)c2)oc2ccccc12	-15
COc1ccc(Cl)cc1NC(=O)CSc1nnc(Cc2cc(=O)[nH]c(=O)[nH]2)n1-c1cc(C)ccc1C	0
Following part:
SMILES	PriA SSB inh
Cc1cc(C)n(-c2ccc(CCC(=O)NCCc3ccncc3)cc2)n1	-15
COc1cc(C=NN=C2C(=O)Nc3ccccc32)cc(OC)c1O	6
CCN(Cc1cnc2ccccn12)C(=O)c1cn(C)nc1OC	11
O=C(c1cnn(-c2ccccc2)n1)N1CC(N2C(=O)C3CC=CCC3C2=O)C1 (stereo not drawn)	-6
CSc1cccc(C(=O)Nc2ccc(N=Nc3ccccc3)cc2)c1	1
O=C(Nc1ccc2c(c1)N(C(=O)c1cccs1)CC2)c1cccc(C(F)(F)F)c1	-4
O=C(Nc1ccccc1)Nc1nc(CCC(=O)N2CCCC2)cs1	-8
O=C(NC1CCC(Oc2ncccn2)CC1)c1ccc(F)cc1F (stereo not drawn)	-13
COc1ccc(C2CCCCN(C(=O)c3ccc(=O)[nH]n3)C2)cc1 (stereo not drawn)	5
O=c1[nH]c(=S)[nH]c2c1cnn2-c1ccc(Cl)cc1	-6
COc1ccccc1C(=O)Nc1nc(-c2ccccc2)ns1	-15
COc1ccc(Cl)c2sc(NC(=O)c3ccccc3NS(=O)(=O)c3ccc(C)cc3)nc12	-19
C=CC[N+]1(CC#Cc2ccccc2)CCOCC1	26
COc1ccccc1CCNC(=O)c1sc(NC(=O)Nc2cccc(Cl)c2)nc1C	-8
Cn1nc(CN(Cc2ccco2)C(=O)COc2cccc3c2OC(C)(C)C3)c2c1CCC2	19
Cc1ccccc1NC(=O)Cn1nc(C2CC2)c2cnn(-c3ccccc3C)c2c1=O	11
COC(=O)c1ccc2c(=O)n(Cc3ccc(C(=O)NCc4ccc(C)o4)cc3)c(=S)[nH]c2c1	-17
CC(=NNc1nnc(C)c(=O)[nH]1)C(=O)O	23
COc1ccc(Nc2nc(Nc3cccc(F)c3)nc(N3CCOCC3)n2)cc1	2
O=C(NN=Cc1ccco1)C(O)C(O)C(=O)NN=Cc1ccco1 (stereo not drawn)	-10
COc1ccc2nc(NCCN3CCOCC3)sc2c1	13
O=C(c1ccccc1)N1CCc2ccc(NS(=O)(=O)c3ccc(F)cc3)cc2C1	1
O=C(NCCn1ncccc1=O)Nc1cccc(Cl)c1	-10
COCCCN1C(=O)/C(=C/c2ccc(O)cc2O)SC1=NS(=O)(=O)c1ccccc1	4
COc1ccc(NC(=O)Cn2cccc(-c3nc(-c4ccc(Cl)cc4)no3)c2=O)c(OC)c1	1
(continued)
SMILES	PriA SSB inh
COc1cc(C=Nn2nnnc2N)ccc1OC(C)=O	-1
Cn1ccc(C(=O)NN=Cc2cccnc2)n1	-6
C=CCn1c(SCC(=O)c2ccc3c(c2)OCO3)nc2sc(C)c(C)c2c1=O	-11
O=C(N1CCC(CSCc2ccco2)CC1)C1(c2cccs2)CCCC1	-7
O=C(NCCn1ncccc1=O)c1cccs1	1
CC(=NNC(=O)CCC1C(=O)NN=C1C)c1ccccc1 (stereo not drawn)	-19
CCNc1cc(NCCNC(=O)C(C)(C)C)nc(C)n1	-13
CC(=NNC(=O)c1nnn(-c2nonc2N)c1C(C)C)c1ccncc1	8
O=C(Nc1nnc([C@@H]2CCCO2)o1)c1ccc(S(=O)(=O)N2CCOCC2)cc1	-12
Cc1ccccc1-c1cc(=O)c2cc(NC(=O)c3ccncc3)ccc2o1	-4
Cc1ccc(/C=C/S(=O)(=O)NCCn2nc(-c3cccnc3)n(C3CC3)c2=O)cc1	-10
CCON=C(C)c1c(O)c(C)c(-c2ccccc2)n(-c2ccccc2)c1=O	-17
Cc1cccc(NC(=O)CC2SC(=Nc3nccs3)N(C)C2=O)c1 (stereo not drawn)	5
COc1c(C)cc(S(=O)(=O)NCC(c2ccsc2)N2CCc3ccccc3C2)cc1C (stereo not drawn)	0
Cc1nnsc1C(=O)NCCc1nc2c(c(C(F)(F)F)n1)COCC2	-17
COc1cccc(-c2ccc(=O)n(CCCC(=O)NC3CCCC3)n2)c1	-7
COCCCN1C(=O)C(=O)C(=C(O)c2ccc(OCC(C)C)cc2C)C1c1cccnc1 (stereo not drawn)	2
COc1ccc(/C=C/C(=O)NCC(=O)NN=Cc2cccnc2)cc1	-10
COc1ccc(CNC(=O)CC(C)=NNC(=O)Cc2ccc(OC)c(OC)c2)cc1	-15
CC(C)NC(=O)CCCCn1c(=O)c2ccccc2n(CC(=O)Nc2ccc(C(C)C)cc2)c1=O	0
CC(=O)Nc1ccc(N2C(=O)c3cccc4c([N+](=O)[O-])ccc(c34)C2=O)cc1	-18
COc1ccc(C=NNC(=O)C2C(=O)NCC2c2ccccc2)cc1O (stereo not drawn)	-3
O=C(NCCn1ncc2c(N3CCCC3)ncnc21)C1CC1	-14
Cc1cccc(-n2ncc3c(=O)n4c(nc32)SCC4CC(=O)O)c1 (stereo not drawn)	10
Cc1ccc(S(=O)(=O)CC#N)cc1	-17&2

7 entries from above, as a markdown table:
| compound | PriA SSB inh |
| --- | --- |
| CC(C)NC(=O)CCCCn1c(=O)c2ccccc2n(CC(=O)Nc2ccc(C(C)C)cc2)c1=O | 0 |
| Cc1ccc(/C=C/S(=O)(=O)NCCn2nc(-c3cccnc3)n(C3CC3)c2=O)cc1 | -10 |
| COc1ccc(/C=C/C(=O)NCC(=O)NN=Cc2cccnc2)cc1 | -10 |
| O=C(NCCn1ncccc1=O)c1cccs1 | 1 |
| COc1ccc(C=NNC(=O)C2C(=O)NCC2c2ccccc2)cc1O (stereo not drawn) | -3 |
| CC(=O)Nc1ccc(N2C(=O)c3cccc4c([N+](=O)[O-])ccc(c34)C2=O)cc1 | -18 |
| COc1c(C)cc(S(=O)(=O)NCC(c2ccsc2)N2CCc3ccccc3C2)cc1C (stereo not drawn) | 0 |

Continued.
SMILES	PriA SSB inh
COc1ccc(C(=O)Nc2ccc3c(c2)NC(=O)C(C)(C)CO3)c(OC)c1	29
Cc1c(-c2nc(-c3cccc(Cl)c3)cs2)nnn1-c1cccc(Cl)c1	-19
CC(CC(=O)Nc1ccc(C)c(Cl)c1)=NNC(=O)c1cccc(O)c1	-4
CCOC(=O)N1CCc2c(sc(NC(=O)CCOc3ccccc3)c2C#N)C1	-8
COCCN(Cc1ccoc1)C(=O)c1nc2ccccc2s1	6
COc1ccc(CCC(=O)Nc2ccc3c(c2)C(=O)NCCO3)cc1	1
COc1ccc(Br)c(C(=O)NCc2ccnc(-c3cccs3)c2)c1	-30
O=C(O)CC1SC(=NN=CC2CC=CCC2)NC1=O (stereo not drawn)	-1

Shown as comma-separated lines: entries from further up
Structure,PriA SSB inh
O=C(Nc1ccccc1)Nc1nc(CCC(=O)N2CCCC2)cs1,-8
O=C(NC1CCC(Oc2ncccn2)CC1)c1ccc(F)cc1F (stereo not drawn),-13
COc1ccc(C2CCCCN(C(=O)c3ccc(=O)[nH]n3)C2)cc1 (stereo not drawn),5
O=c1[nH]c(=S)[nH]c2c1cnn2-c1ccc(Cl)cc1,-6

A section from further up, for reference:
SMILES	PriA SSB inh
COc1ccc(Br)c(C(=O)NCc2ccnc(-c3cccs3)c2)c1	-30
O=C(O)CC1SC(=NN=CC2CC=CCC2)NC1=O (stereo not drawn)	-1
